# DDE Tn7 FP inh – disrupts Tn7 cyclic peptide binding to fibrin D-Dimer-E complex; P02675; FP displacement of FITC-Tn7 peptide from fibrin DD(E); 0% = median of compound wells per plate; inhibition, % at 8.3 µM; hit rate 0.13% among 370,000;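 active = inhibition above the mean of compounds falling within the control limits plus 3 SD of them, cut at about 14% in these data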;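 also: 0% = plate median of compound wells and 100% = 10 µM Aha-Tn7 peptide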
#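 Assay system: Fibrin-DD(E) protein isolated from polymerized human fibrin clots; read-out basis: percent inhibition; medium: Tris/NaCl/CaCl2 buffer, pH 7.8; signal: FP measurement; incubation: 10 min plus 3 h, room temperature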
# DDE Tn6 FP inh – DD(E)-Tn6 binding inhibition, primary FP screen | Fibrin DD(E) TRITC-Tn6 fluorescence polarization displacement | inhibition, % at 8.3 µM | hit rate 0.21% among 370,000;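 active = inhibition above a per-campaign cutoff: mean of compounds within control limits plus 3 SD, cut at about 15% in these data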;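 also: 0% = median of all compound wells on the plate and 100% = blocking peptide control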
# ARFGAP1 inh – rat ARFGAP1 inhibition | Q62848 | inhibition, % at 16.5 µM | Arfgap1-stimulated ARF1 GTP hydrolysis, GDP FP detection | hit rate 0.26% among 360,000 | AID 651572;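 active = inhibition above a per-plate limit, mean inhibition of low control wells plus 3 SD, cut at about 25% in these data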;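 also: 0% = DMSO wells with enzyme and 100% = wells lacking Arfgap1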
# Target sequence (Q62848 1-136 limits assumed): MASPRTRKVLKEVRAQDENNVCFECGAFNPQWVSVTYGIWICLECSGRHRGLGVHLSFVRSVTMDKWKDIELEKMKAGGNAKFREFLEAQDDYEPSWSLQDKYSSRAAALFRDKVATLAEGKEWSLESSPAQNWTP
#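 Assay system: Rat Arfgap1 GAP domain (His6, aa 1-136), purified enzyme | Buffer or medium: HEPES 25 mM pH 7.5, NaCl 150 mM, MgCl2, DTT | Schedule: GTP hydrolysis reaction 2 h at 25 °C | Signal: FP of antibody-bound GDP Alexa 633 tracer, ex 620/em 688 nm | Measure: Percent inhibition of Arfgap1-stimulated GTP hydrolysis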
# proKLK7 act – proKLK7 (human) activation, primary screen; P49862; purified proKLK7, EDANS-DABCYL substrate fluorescence; 100% is mature enzyme control, 0% vehicle; activation, % at 7 µM; hit rate 0.9% among 370,000;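 active = activation above the mean of all tested compounds plus 3 SD, computed per campaign excluding outliers beyond control limits, cut at about 13% in these data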
# Target sequence (P49862 whole entry, looked up): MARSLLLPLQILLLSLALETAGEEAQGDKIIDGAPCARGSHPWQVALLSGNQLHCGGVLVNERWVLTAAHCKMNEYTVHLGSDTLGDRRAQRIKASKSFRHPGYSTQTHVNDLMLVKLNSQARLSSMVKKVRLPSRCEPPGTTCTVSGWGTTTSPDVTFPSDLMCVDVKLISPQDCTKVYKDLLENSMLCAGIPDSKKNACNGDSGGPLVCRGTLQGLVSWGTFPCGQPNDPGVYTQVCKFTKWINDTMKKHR
# NR1D1 modulator – modulates human Rev-erb alpha binding to DNA | Rev-erbα–FITC-DNA binding, fluorescence polarization, 90 min | activity, % at 10 µM | hit rate 0.79% among 370,000 | AID 1259318;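 active = activity above about 14%, limit read from the data; passing the limit was not always enough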;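 also: 0% = DMSO wells with 35 nM protein and 100% = DMSO wells with 750 nM protein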
# PLC-beta3 inh – PLC-beta3 (human) inhibition, primary screen | AID 720704 | Purified PLC-beta3, fluorogenic substrate, fluorescence | hit rate 0.18% among 370,000 | inhibition, % at 12.2 µM | Q01970; in the data active = inhibition above about 11%;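 also: 0% = median of compound wells on plate and 100% = full blocker control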
# PLCg1 inh – blocks human PLC-gamma1 enzyme activity; inhibition, % at 12.2 µM; hit rate 0.84% among 370,000; P19174; purified PLC-gamma1, fluorogenic substrate, fluorescence; AID 720700; in the data active = inhibition above about 9.5%
# ASAP1 inh – inhibitors of human ASAP1 ArfGAP activity | ASAP1-stimulated ARF1 GTP hydrolysis, GDP FP detection | inhibition, % at 16.5 µM | hit rate 0.19% among 360,000; in the data active = inhibition above about 25%;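 also: 0% = vehicle with enzyme and substrate and 100% = no enzyme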
# UHRF1 binding – blocks human UHRF1 binding to methylated DNA; Q96T88; UHRF1 binding to methylated oligo, TR-FRET; inhibition, % at 4.4 µM; hit rate 0.75% among 370,000; AID 687016; in the data active = inhibition above about 21%;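 also: UHRF1 SRA domain binding a hemimethylated CpG hairpin DNA probe; 0% = median of test compound wells and 100% = reference inhibitor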
# sPLA2-III inh – Blocks human group III sPLA2 activity. Q9NZ20. QFRET BODIPY PC-A2 liposome hydrolysis, fluorescence. inhibition, % at 12.2 µM. hit rate 0.56% among 370,000. AID 743126;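 active = inhibition above mean plus 3 SD of compounds lying within the high and low control bounds, cut at about 19% in these data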;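 also: 0% = median of test compound wells and 100% = no enzyme DMSO wells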
# Target sequence (Q9NZ20 whole entry, looked up): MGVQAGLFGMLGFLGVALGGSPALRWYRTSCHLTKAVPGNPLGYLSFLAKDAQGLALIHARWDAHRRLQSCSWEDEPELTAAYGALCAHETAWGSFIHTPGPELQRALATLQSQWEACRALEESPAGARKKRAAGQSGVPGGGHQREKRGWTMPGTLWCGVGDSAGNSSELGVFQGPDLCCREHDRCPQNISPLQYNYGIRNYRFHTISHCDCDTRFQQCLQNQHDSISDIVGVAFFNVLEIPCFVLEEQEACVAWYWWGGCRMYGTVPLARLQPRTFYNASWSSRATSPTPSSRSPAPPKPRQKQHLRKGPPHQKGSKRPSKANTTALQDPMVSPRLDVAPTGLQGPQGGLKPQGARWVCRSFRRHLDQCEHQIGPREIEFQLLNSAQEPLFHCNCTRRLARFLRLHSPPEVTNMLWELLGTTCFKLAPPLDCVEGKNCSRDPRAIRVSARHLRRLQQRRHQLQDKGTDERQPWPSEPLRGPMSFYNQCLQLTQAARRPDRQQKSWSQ
# * hit, by the source's call; i = inactive; x = not tested or not shown.
cpd	molecule	PLC-beta3 inh	DDE Tn7 FP inh	proKLK7 act	UHRF1 binding	PLCg1 inh	sPLA2-III inh	DDE Tn6 FP inh	ASAP1 inh	NR1D1 modulator	ARFGAP1 inh
1	CCc1nc2ccc(C(=O)NCc3ccc(OC)cc3)cn2c1N(C)Cc1ccc(OC)cc1	-15	-4	-0.6	-1	-8	-7	1	7	1	-8
2	COc1cc([C@@H]2c3cc4c(cc3[C@H](O)[C@H]3COC(=O)[C@H]23)OCO4)cc(OC)c1OC	2	6	0.0	-2	2	0	-5	0	2	9
3	CCNc1nc(NCC)nc(Nn2cnnc2)n1	2	-5	-1.0	4	-2	6	2	4	-7	1
4	CCOC(=O)CC(=O)CSc1ccc2nnc(-c3cccc(F)c3)n2n1	-64	3	0.8	-2	-41	-8	2	9	-7	4
5	Cc1ccc(-n2c(=O)c(C#N)cc3c(=O)n4cccc(C)c4nc32)cc1	-48	0	3.1	-2	-39	1	11	3	-14	6
6	NS(=O)(=O)c1cccc(NC(=O)COC(=O)Cc2n[nH]c(=O)c3ccccc23)c1	1	8	-0.2	-4	-2	-7	8	1	6	-1
7	CCOC(=O)C(=O)c1csc(NC(=O)CCSc2ccc(C)cc2)n1	0	-3	0.4	-1	2	-4	3	-8	-1	1
8	CC(=O)Nc1ccc(CN(C)c2c(C)nc3ccc(C(=O)N(C)Cc4ccco4)cn23)cc1	-2	-1	1.3	3	-6	1	-1	0	-6	-1
9	Cc1cccc(-n2c(Cc3cc(=O)[nH]c(=O)[nH]3)nnc2SC(C)C)c1	-7	3	-0.3	5	-4	-38	6	2	-8	-5
10	O=C(NCCCN1CCOCC1)C1CCCN(S(=O)(=O)N2CCCCC2)C1 (configuration not stated)	-6	0	0.0	-2	1	0	4	2	-2	1
11	CC(C)(C)C(=O)Nc1ccc(C(=O)N/N=C/c2ccccc2OC(=O)c2ccccc2)cc1	-15	-6	-0.7	-2	-17	-19	-4	2	-1	4
12	Cc1ccc(C(=O)N2CCOCC2)cc1S(=O)(=O)N1CCCCC1	-3	-6	0.2	0	4	-2	-2	-3	-4	3
13	O=c1[nH]c(N2CCc3ccccc3C2)nc2c1CCC2	0	0	-0.9	1	1	7	4	-3	-1	8
14	NC(=O)Cc1nc(-c2ccc(Br)cc2)cs1	4	0	-0.2	-1	3	-6	5	-4	-2	4
15	CCOC(=O)Cc1csc(NC(=O)c2cc3c(s2)CCCC3)n1	-37	-3	0.3	3	-38	-4	-8	6	10	-4
16	Cc1nnc(NC(=O)C2CSC3(C)CCC(=O)N23)s1 (configuration not stated)	-9	-4	-0.5	0	-1	6	-2	-9	4	-12
17	CCOc1cc(C2c3c(oc4cc(C)c(Cl)cc4c3=O)C(=O)N2Cc2ccco2)ccc1O (configuration not stated)	0	2	-0.4	1	1	4	0	-2	3	8
18	CCc1nnc(SCC(=O)Nc2nccs2)n1CC	-4	4	0.0	-2	3	-4	-5	-10	3	8
19	Cc1ccc(C(=O)C2CCN(CC(=O)Nc3ccccc3C)CC2)cc1	-11	4	-0.5	0	-2	0	-1	3	3	-8
20	CC(=O)NCCC(=O)Nc1cc(S(=O)(=O)N2CCCCC2)ccc1Oc1ccccc1	-4	3	0.0	-1	0	9	-1	4	2	-7
21	CC1Oc2ccccc2N(CC(=O)NC2CCCC2)C1=O (configuration not stated)	-6	-3	0.0	-2	0	0	3	13	4	3
22	O=C(O)COc1ccc(=O)n(-c2ccccc2)n1	2	3	0.5	4	-1	7	5	11	3	3
23	COc1ccc(C(=O)N/N=C/C(=O)c2ccccc2)cc1	-4	-4	0.3	-2	2	3	-1	1	-8	10
24	Brc1ccc(OCCOCCN2CCOCC2)cc1	-8	-4	0.5	4	-4	3	3	-10	-6	6
25	CCOC(=O)CN(C(=O)CNC(=O)c1ccco1)C(C(=O)NC1CCCCC1)c1cccs1 (configuration not stated)	7	-4	0.5	2	5	2	-7	0	6	2
26	O=C(CSc1ncccn1)N1CCc2ccccc2C1	0	6	0.0	1	2	1	3	1	3	6
27	CCCCN(C(=O)c1c(C)noc1C)c1c(N)n(CCC)c(=O)[nH]c1=O	-9	2	0.1	0	0	8	-7	-9	-9	7
28	Cc1ccc2c(c1)c1c3n2CCN(C=O)C3CCC1 (configuration not stated)	-72	1	0.3	3	-53	13	-9	9	-4	-10
29	CC(=O)c1ccc(OCCn2c(SCC(=O)O)nc3ccccc32)cc1	-7	-1	0.3	0	-7	-5	9	3	-4	-5
30	CC1CCCN(S(=O)(=O)c2ccc3c(c2)n(C)c(=O)c(=O)n3C)C1 (configuration not stated)	-3	5	0.3	-3	0	-1	2	4	3	-12
31	O=C(Nc1cccc([N+](=O)[O-])c1)c1ccc(-c2ccccc2)cc1	2	-7	0.3	-3	2	-7	-2	3	-2	-2
32	CC(=O)OCCn1c2nc(=O)[nH]c(=O)c-2nc2cc(C)c(C)cc21	i	5	31*	-15	i	-407	2	-15	7	11
33	Cc1ccc(CN2CCCCC(NC(=O)c3ccc(N(C)C)cc3)C2=O)cc1 (configuration not stated)	-6	9	0.3	0	-4	0	-3	x	2	x
34	O=C(CCS(=O)(=O)c1ccccc1)N1CCN(c2ccc(F)cc2)CC1	-7	-6	-0.7	2	1	2	1	4	-1	12
35	CC(C)CC(=O)N(c1ccc(F)cc1)C1C=CS(=O)(=O)C1 (configuration not stated)	-1	-6	-0.4	1	0	-5	-2	-17	-3	-7
36	Fc1ccc(-c2csc3ncnc(Cl)c23)cc1	2	-1	-0.7	0	1	-1	4	2	-4	13
37	COc1c(F)c(F)c(C(=O)Nc2cccc(Cl)c2N2CCOCC2)c(F)c1F	1	5	-0.2	1	4	9	8	-1	3	0
38	Cc1ccc(OCC(=O)Nc2nnc(S(=O)(=O)N3CCC(C)CC3)s2)cc1	-18	8	-0.3	0	-5	-10	-3	-9	1	8
39	ClC1=C(Cl)C(Cl)=C(Cl)C1=C/C=C/c1ccccc1	-8	2	-0.7	5	0	16	1	-9	-4	-5
40	Cc1[nH]c2ccccc2c1C(=O)CSCC(=O)O	-1	-3	0.0	0	-1	-2	-8	6	-2	-4
41	CCOC(=O)COc1ccc(S(=O)(=O)N2CCN(C(=O)OCC)CC2)cc1	-1	-4	-0.5	-1	1	-9	-4	3	0	5
42	Cn1c(CNC(=O)CNS(=O)(=O)c2ccc(Cl)cc2)cc(=O)n(C)c1=O	0	2	-0.1	0	2	5	-9	0	-3	-7
43	O=c1cc(-c2ccc(O)cc2)oc2ccccc12	i	2	-0.1	-13	i	-14	-7	8	1	6
44	COc1cc2c(cc1OC)C(c1ccccc1[N+](=O)[O-])=NCC2	1	-5	0.7	3	5	8	-5	-4	1	5
45	CCOc1ccc(CNC(=O)CCCn2ccc3cc(S(=O)(=O)N4CCCC4)ccc32)cc1	-10	2	0.4	6	3	-30	-12	-4	1	7
46	S=C(NCC1CCCO1)n1nnc2ccccc21 (configuration not stated)	-3	-4	-0.6	-2	2	-5	-1	-5	-1	-3
47	Clc1ccccc1CSc1cnnc2ccccc12	-3	1	0.3	0	0	-6	1	-12	1	-12
48	CCCn1c(SCC(=O)NCc2ccccc2)nnc1-c1ccncc1	-1	-1	-0.1	-2	1	-4	-3	7	3	-5
49	Cn1c(SCc2cccc([N+](=O)[O-])c2)nc2c(c1=O)SCC2	-6	0	0.1	7	6	10	6	-5	5	11
50	C=CCN1C(=O)/C(=c2\sc3nc(=O)c(Cc4ccccc4Cl)nn3c2=O)c2ccccc21	-11	-5	0.7	0	-2	-3	4	-7	2	-11

# (further entries)
cpd	molecule	PLC-beta3 inh	DDE Tn7 FP inh	proKLK7 act	UHRF1 binding	PLCg1 inh	sPLA2-III inh	DDE Tn6 FP inh	ASAP1 inh	NR1D1 modulator	ARFGAP1 inh
51	CC(C)CCNC(=O)C1CC2Cn3c(nc4cc(Cl)c(Cl)cc43)C2N1C (configuration not stated)	1	3	-0.1	2	2	5	2	3	-2	5
52	CNc1cncc(-c2c(OC)cccc2OC)n1	-317	1	12	2	-241	16	-6	18	2	2
53	CN(Cc1ccccc1)c1ccc2nnc(-c3ccccc3)n2n1	-3	0	-0.3	0	-4	-5	-6	4	0	6
54	CCCCCCCCN1C(=O)[C@H](CC(=O)NCc2ccc(OC)c(OC)c2)C[C@@]2(C(=O)OC)CC(C)(C)CC=C12	1	-2	0.3	-2	5	-24	-16	-1	-4	6
55	COc1ccc(NC(=O)CCNS(=O)(=O)c2cc(Br)ccc2Br)cc1S(N)(=O)=O	-6	-5	0.0	0	-3	-3	0	-8	5	-12
56	CCOC(=O)[C@@H]1[C@H]2COc3ccc(Br)cc3[C@@H]2N2C(=O)N(c3ccc(C)cc3)C(=O)[C@]12C	2	3	0.1	-1	2	-3	-7	2	0	0
57	COc1ccc(-c2nc(CN(C)C(C)c3ccon3)c(C)o2)c(C)c1C (configuration not stated)	2	-9	0.7	-3	2	-5	-4	-3	5	0
58	CCC(=O)N1Cc2cc(C(=O)Nc3nccs3)nc(-c3cccc(-c4ccccc4OC)c3)c2[C@@H]1CCO	-8	-4	-1.2	2	-3	-5	2	-11	-2	-12
59	COC(=O)[C@]12CCCCC=C1N(Cc1ccccc1)C(=O)[C@H](CC(=O)N1CCOCC1)C2	5	-2	0.0	-1	1	-3	-1	-2	0	-5
60	COc1ccc(/C=C(\NC(=O)c2ccc(C)cc2)C(=O)Nc2c(C)n(C)n(-c3ccccc3)c2=O)cc1	4	-2	0.2	0	0	1	9	2	-3	-3
61	COC(=O)CSc1nnc(-c2ccccc2OC)n1-c1ccc(C)cc1	9	3	0.7	3	2	-1	-5	0	-7	6
62	O=C(O)c1cc(Cl)c2c(c1)OCO2	-2	-1	-0.3	0	6	3	-3	-8	-8	-5
63	CCC(C)C(NC(N)=O)C(=O)Nc1ccc(C(=O)OC)cc1 (configuration not stated)	3	-10	-0.4	-3	4	0	-7	11	7	-7
64	COC(=O)C1C(O)=C(C=NCc2ccccc2)C(=O)CC1(C)C (configuration not stated)	0	-1	0.1	3	1	4	1	2	-6	-1
65	CN1Cc2sc(N)c(C#N)c2CC1(C)C	-196	3	-5.0	-8	-163	-10	3	-1	3	2
66	Brc1ccc(-c2csc(-c3c[nH]c4ccccc34)n2)cc1	7	4	-0.8	0	0	-13	-1	0	-1	-1
67	O=C(COC(=O)/C=C/c1ccc(OC(F)F)cc1)NCc1cccs1	0	-8	0.5	2	2	0	-2	0	9	-5
